# Compound activity (PubChem BioAssay)
# mIAP block = mouse IAP inhibition | purified mouse IAP, CDP-Star luminescence, 30 min | inhibition, % at 10 µM | 0.2% of 330,000 active;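 active = inhibition of at least 40% at 10 µM in the primary screen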;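 note: plate controls were DMSO with enzyme for no effect and no enzyme wells for full effect; values of inactives mirror those of a sister screen read the other way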
# hIAP block = human IAP inhibition | P09923 | purified IAP, CDP-Star luminescence, 30 min | inhibition, % at 10 µM | 0.12% of 330,000 active | AID 2544;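 active = inhibition reaching a set limit with compound at 10 µM in the primary screen, cut at about 35% in these data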;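 note: plate controls were DMSO wells with enzyme for no effect and no-enzyme buffer wells for full effect; values of inactives mirror those of a sister screen read the other way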
# TIM10 inh = inhibits growth of TIM10 yeast strain. 1.4% of 330,000 active. inhibition, % at 10 µM. S. cerevisiae TIM10 strain growth, BacTiter-Glo luminescence, 24 h. AID 463195;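 active = inhibition of 40% or more at the single tested concentration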;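 note: wild-type TIM10 isogenic control strain grown at permissive 25 °C; 0% = DMSO yeast wells and 100% = minimal medium wells without yeast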
# APOBEC3A inh = blocks human APOBEC3A ssDNA deamination | AID 493011 | inhibition, % at 20 µM | recombinant A3A, FAM/TAMRA ssDNA deamination fluorescence | 0.41% of 330,000 active | P31941;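 active = at least 40% inhibition at 20 µM here, with at most 30% in a related deaminase screen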;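 note: plate controls were A3A with DMSO for no effect and wells lacking A3A enzyme for full effect; some results filed as inactive read as strong as hits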
# Target sequence (P31941 whole entry, looked up): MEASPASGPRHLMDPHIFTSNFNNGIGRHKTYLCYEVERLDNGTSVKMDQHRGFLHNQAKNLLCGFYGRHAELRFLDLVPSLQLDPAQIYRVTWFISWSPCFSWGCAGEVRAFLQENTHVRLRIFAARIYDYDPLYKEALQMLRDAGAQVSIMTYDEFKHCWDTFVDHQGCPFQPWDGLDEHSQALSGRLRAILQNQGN
# NALP3 yeast inh = inhibitors of NALP3 inflammasome in yeast. Yeast reconstituted NLRP3/ASC/caspase-1, beta-gal luminescence, 24 h. inhibition, % at 10 µM. 0.39% of 330,000 active;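 active = inhibition of 50% or more; inactive = inhibition below 50%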;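 note: plate controls were induced DMSO wells for no effect and uninduced yeast grown without galactose for full effect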
# A3G deaminase = inhibitors of human APOBEC3G DNA deaminase; Q9HC16; recombinant A3G, ssDNA deamination FAM/TAMRA fluorescence; inhibition, % at 20 µM; 0.28% of 330,000 active;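 active = inhibition of at least 40% at 20 µM, with no more than 30% in the related APOBEC3A deaminase screen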;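 note: plate controls were DMSO wells with A3G for no effect and wells lacking A3G enzyme for full effect; some compounds called inactive have numbers as strong as hits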
# Target sequence (Q9HC16 whole entry, looked up): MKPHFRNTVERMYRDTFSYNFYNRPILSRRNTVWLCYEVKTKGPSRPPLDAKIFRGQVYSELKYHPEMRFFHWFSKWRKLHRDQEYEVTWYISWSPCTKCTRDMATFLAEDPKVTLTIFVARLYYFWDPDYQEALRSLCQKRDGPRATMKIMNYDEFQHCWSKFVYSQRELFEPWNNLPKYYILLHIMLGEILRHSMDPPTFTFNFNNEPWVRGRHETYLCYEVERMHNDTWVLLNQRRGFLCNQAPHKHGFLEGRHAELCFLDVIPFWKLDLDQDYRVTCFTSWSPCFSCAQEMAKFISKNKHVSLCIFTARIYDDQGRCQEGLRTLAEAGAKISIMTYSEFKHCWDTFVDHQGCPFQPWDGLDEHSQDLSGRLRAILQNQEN
# tim10-1 inh = tim10-1 yeast growth inhibition; inhibition, % at 20 µM; S. cerevisiae tim10-1 ts strain growth, BacTiter-Glo, 24 h; AID 463190; 2.2% of 330,000 active;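 active = inhibition of at least 40%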;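 note: mutant grown at 25 °C; 0% = DMSO wells with yeast and 100% = wells holding no yeast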
# MIN6 prolif = induces beta-cell replication in MIN6 cells; MIN6 cells proliferation, ATPlite luminescence, 48 h; cells starved in 0.2% serum; 100% = growth in 10% serum; proliferation, % at 10 µM; 0.29% of 330,000 active;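 active = compounds whose signal lies at least 3.5 SD above the mean of all wells on their plate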;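 note: 0% = DMSO-treated cells in low-serum medium and 100% = 10% serum control; some compounds called inactive have numbers as strong as hits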
# mIAP activ = mouse IAP activation | muIAP, CDP-Star luminescence, 30 min; stronger effect = higher value; 1 = vehicle-only enzyme signal, 0 = enzyme-free wells | AID 2805 | activation factor at 10 µM | 0.24% of 330,000 active;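 active = activation factor of at least 2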; note: the source names both 10 and 20 µM as test concentration; values of inactives mirror those of a sister screen read the other way
#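 System: Mouse IAP enzyme | Also added: CDP-Star substrate | Dosing: Compounds dispensed in DMSO | Schedule: 30 min enzyme-substrate-compound incubation at room temperature | Technique: Chemiluminescence readout | Control set: DMSO-only wells and no-enzyme negative control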
# An asterisk follows results filed as active.
(1) COc1ccc(CN2C[C@H](Cc3ccccc3)[C@@H](CC(=O)Nc3ccccc3)C2=O)cc1
(2) Cc1cccc(NC(=O)CSc2nc(N)c(NC(=O)c3ccccc3F)c(=O)[nH]2)c1
(3) Cc1ccc2nc(NC(=O)c3ccc(N4C(=O)CCC4=O)cc3)sc2c1
(4) COc1cc2nc(SCc3ccc(C(F)(F)F)cc3)n(Cc3cccs3)c(=N)c2cc1OC
(5) COc1cccc(NC(=O)Nn2cnnc2)c1
(6) Cc1ccc(/C=C2\Oc3cc(OCC(=O)NN)ccc3C2=O)o1
(7) COc1ccccc1Nc1nc(-c2cccc([N+](=O)[O-])c2)cs1
(8) Fc1ccccc1Cn1nnc2c(-n3ccnc3)ncnc21
compound no.,1,2,3,4,5,6,7,8
tim10-1 inh,21,4,-2,9,-6,-5,27,15
A3G deaminase,-5,1,-1,-3,1,-11,-8,3
mIAP activ,1.2,1,0.95,1.1,1,0.84,0.94,0.89
TIM10 inh,18,5,-5,3,5,7,22,30
mIAP block,-24,-3,5,-13,-3,16,6,11
APOBEC3A inh,-2,1,1,-1,3,-3,-3,3
hIAP block,14,30,7,6,2,15,17,4
MIN6 prolif,-7,5,-2,-2,-4,1,-4,3
NALP3 yeast inh,3,2,-10,7,9,5,4,19

# Reprinted from the part before: 4 compounds, followed by the next part.
(5) COc1cccc(NC(=O)Nn2cnnc2)c1
(6) Cc1ccc(/C=C2\Oc3cc(OCC(=O)NN)ccc3C2=O)o1
(7) COc1ccccc1Nc1nc(-c2cccc([N+](=O)[O-])c2)cs1
(8) Fc1ccccc1Cn1nnc2c(-n3ccnc3)ncnc21
(9) COc1ccccc1-c1coc2cc(OC(=O)/C=C/c3ccccc3)ccc2c1=O
(10) CCCCn1c(N)c(N(C)C(=O)c2cc3c(s2)CCCCC3)c(=O)[nH]c1=O
(11) COc1ccccc1Nc1cc(C)nc(Nc2ccccc2OC)n1
(12) COc1ccc(CCNC(=O)CNS(=O)(=O)c2cccs2)cc1OC
(13) Cc1cc(Cl)ccc1OCC(=O)NCCC(=O)O
(14) O=C(N/N=C/c1ccccc1[N+](=O)[O-])C(=O)N1CCCC1
(15) Cn1nc(C(=O)NCc2cccc(F)c2)cc1C(=O)NCc1cccc(F)c1
(16) CCn1c(CN2c3ccccc3Sc3ccccc32)n[nH]c1=S
compound no.,5,6,7,8,9,10,11,12,13,14,15,16
tim10-1 inh,-6,-5,27,15,36,8,40*,-6,-2,4,7,36
A3G deaminase,1,-11,-8,3,-3,-9,41,-3,-7,-9,-4,-7
mIAP activ,1,0.84,0.94,0.89,0.86,0.99,1.1,0.96,1.1,1,0.94,1.2
TIM10 inh,5,7,22,30,7,13,34,-7,-6,1,-11,29
mIAP block,-3,16,6,11,14,1,-8,4,-10,-2,6,-16
APOBEC3A inh,3,-3,-3,3,-3,0,100,0,-8,-4,-2,-1
hIAP block,2,15,17,4,-5,-5,5,11,5,-15,0,2
MIN6 prolif,-4,1,-4,3,-2,4,-4,-4,-3,-3,-4,2
NALP3 yeast inh,9,5,4,19,11,-8,-65,-7,-7,3,0,32

(17) CC[C@H]1CC2CN3CCc4c([nH]c5c([C@H]6C[C@H]7[C@H](CC)CN(C)[C@@H](Cc8c6[nH]c6ccccc86)[C@H]7C(=O)OC)c(OC)ccc45)C(C(=O)OC)(C2)C13
(18) NS(=O)(=O)c1ccc(NNC(=O)c2ccc(Br)o2)c([N+](=O)[O-])c1
(19) O=C(N/N=C/C=C\c1ccco1)c1ccccn1
(20) O=C1CC2(CCN(C(=O)C(=O)c3c[nH]c4ccccc34)CC2)Oc2ccccc21
(21) COc1cccc(-c2ccc(NC(=O)C3CCCN(Cc4cnn(C(C)C)c4)C3)cc2)c1 (stereo not drawn)
(22) COc1ccc(-c2nc(C#N)c(N3CCN(c4cccc(Cl)c4)CC3)o2)cc1OC
(23) COc1ccc(CC(=O)N/N=C(\C)CC(=O)NCc2ccco2)cc1OC
(24) CC1=NN(C(=O)c2ccc(Br)cc2)C(O)(C(F)(F)OC(F)(F)F)C1 (stereo not drawn)
compound no.,17,18,19,20,21,22,23,24
tim10-1 inh,7,13,3,36,16,7,-12,25
A3G deaminase,-7,6,1,-4,-6,-4,3,0
mIAP activ,0.91,0.85,0.77,0.98,0.94,1.1,0.92,1
TIM10 inh,3,12,90*,0,18,-10,-13,2
mIAP block,9,14,23,2,6,-9,8,-1
APOBEC3A inh,-3,3,7,-4,0,-2,1,1
hIAP block,17,2,5,-12,-5,-4,-1,-1
MIN6 prolif,-6,-2,-1,-2,-7,-2,-2,-4
NALP3 yeast inh,9,14,11,-1,25,18,16,51*

# Single values from the entries so far:
# Result of cpd 1 under mIAP block: -24
# Result of cpd 16 under mIAP block: -16
# Result of cpd 23 under MIN6 prolif: -2
# Result of cpd 14 under NALP3 yeast inh: 3
# Result of cpd 5 under NALP3 yeast inh: 9
# Result of cpd 7 under hIAP block: 17
# Result of cpd 18 under tim10-1 inh: 13

# Quoted from above: entries 21–22
(21) COc1cccc(-c2ccc(NC(=O)C3CCCN(Cc4cnn(C(C)C)c4)C3)cc2)c1 (stereo not drawn)
(22) COc1ccc(-c2nc(C#N)c(N3CCN(c4cccc(Cl)c4)CC3)o2)cc1OC
compound no.,21,22
tim10-1 inh,16,7
A3G deaminase,-6,-4
mIAP activ,0.94,1.1
TIM10 inh,18,-10
mIAP block,6,-9
APOBEC3A inh,0,-2
hIAP block,-5,-4
MIN6 prolif,-7,-2
NALP3 yeast inh,25,18

# Carrying on:
(25) O=C(COC(=O)c1ccccc1Cc1ccccc1)NC1CCS(=O)(=O)C1 (stereo not drawn)
(26) CC1(C)N=C(c2ccc(Cl)cc2Cl)C(=O)N1
(27) CCCCCn1c(=O)[nH]c2cc(C(=O)NCCc3ccc(OC)c(OC)c3)ccc2c1=O
(28) COc1ccc(NC2CCCN(C(=O)CN3CCOC3=O)C2)cc1 (stereo not drawn)
compound no.,25,26,27,28
tim10-1 inh,-1,3,11,9
A3G deaminase,-7,0,-5,-4
mIAP activ,1,0.96,1,0.91
TIM10 inh,5,-8,16,-1
mIAP block,0,4,-3,9
APOBEC3A inh,-3,2,0,-6
hIAP block,-30,3,12,12
MIN6 prolif,-2,-3,-1,0
NALP3 yeast inh,0,-3,6,6
